# p53ts 32C tox: p53ts cell cytotoxicity, permissive temperature. H1299-p53A138V at 32C, ATP luminescence viability, 24 h. Potency, µM (doses to about 46.1 µM), inactives show top-dose activity change, negative = cytotoxicity, most hits filed as cytotoxic. hit rate 0.93% among 130,000. AID 924;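 further: 0% = DMSO and -100% = full killing by reference compound; nearly all actives have a fitted effect of over 55% in size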
#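 H1299-p53 A138V cells (temperature-sensitive p53) exposed 24 h to up to 46 uM compound at 32C, where p53 is wild-type in conformation. Viability read as ATP luminescence and normalised to DMSO and 100 uM tamoxifen. AC50 fitted with the Hill equation.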
# p53ts 39C tox: p53ts cell cytotoxicity, nonpermissive temperature; H1299-p53A138V viability at 39C, ATP luminescence, 24 h; hit rate 1.5% among 130,000; Potency, µM (titrated, usually from 46.1 µM), for the others: at the top dose activity change, negative = cell killing, usual class: cytotoxic; further: nearly all actives have a fitted effect of over 55% in size
# Imprint erasure: genomic imprint erasure induction; Potency, µM (series often up to 60.7 µM), inactives show top-dose activity change, positive = activation, most hits filed as activators; hit rate 0.02% among 110,000; mouse ES Peg3-LacZ reporter, beta-gal luminescence, 40 h;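 further: 0% = negative control wells on the plate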
#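 Imprint erasure is scored as LacZ activity from the silenced maternal Peg3 allele in feeder-free female ES cells cultured 40 h with LIF. Luminescence is normalized to in-plate negative controls and fitted to the Hill equation.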
# IkB sig inh: IkB pathway inhibition in ABC-DLBCL cells. ABC-DLBCL IkBa-CBG/CBR dual luciferase ratio, 4 h; response scale: scaled: untreated 0%, proteasome inhibitor 100%. Potency, µM (series often up to 57.1 µM), for inactives: at the highest dose IkBa stabilization activation. hit rate 0.04% among 110,000; active means well fitted curve in the direction sought with a large enough effect in the signal ratio, not every such curve was filed as active; inconclusive means small, poorly fitted or top-dose-only effect, or a change in a side signal; the % refers to the signal ratio;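 further: the direction sought is a rising ratio; 0% = basal untreated cells and 100% = reference inhibitor full response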
#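 Luminescence ratio of IκBα-fused green versus native red beetle luciferase in OCI-Ly3 cells, 4 h post-doxycycline with compound; red signal alone, scaled from basal (0%) to zero light (-100%), flagged nonspecific or cytotoxic effects.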
# * hit, by the source's call; ? = inconclusive; . = no result given; [ ] = dose if it differs, or a comment. Unless noted, the call rests on the fitted dose curve; in most records, active means well fitted curve in the direction sought with a large enough effect; inconclusive means small, poorly fitted or top-dose-only effect, or another doubt; inactive means no such curve, though single readings can be large; an effect the other way counts as inactive or inconclusive. Unless noted, on the % scale 0 is the no-effect control and ±100 the full control effect; potency means the concentration at half of the fitted maximal effect.
# Values run as follows: IkB sig inh	Imprint erasure	p53ts 32C tox	p53ts 39C tox
COc1cc(C(=O)Nc2nonc2-c2ccc(Cl)cc2)cc(OC)c1OC
 : ?	-12%[10.9 µM]	-18%	-23%
Cc1cc(N)c2cc(NC(=O)Nc3ccc4nc(C)cc(N)c4c3)ccc2n1
 : 1.4%[11.4 µM]	1%[10.9 µM]	-10%[9.22 µM]	-4%[9.22 µM]
COC(=O)c1cc(NC(=O)CCc2c(C)nc3c4c(C)cc(C)nc4nn3c2C)cc(C(=O)OC)c1
 : -0.2%	-16%[10.9 µM]	9%	-4%
COc1ccccc1C(=O)NCCc1nc2ccccc2n1C
 : ?	-10%	-4%	-7%
Cc1cc(C)cc(N(C(=O)Cn2nnc3ccccc32)C(C(=O)NCc2ccco2)c2ccncc2)c1 (stereo unspecified)
 : 0.8%	-14%	4%	-22%
NCCCc1c(-c2ccccc2)nc(N)[nH]c1=O
 : -0.6%[11.4 µM]	0%[10.9 µM]	1%[9.22 µM]	4%[9.22 µM]
COCCCNC(=O)C(=O)Nc1c2c(nn1-c1cccc(Cl)c1)CSC2
 : 2.3%	-10%[10.9 µM]	2%	-12%
Cc1cc(C(F)(F)F)nn1Cc1n[nH]c(=S)n1Cc1ccccc1
 : .	.	-7%	10%
Nc1c(-c2nc(-c3ccc4c(c3)OCO4)cs2)c2ccccn2c1C(=O)c1ccc(Cl)cc1
 : ?	-8%[10.9 µM]	-4%	6%
COc1ccc(S(=O)(=O)NCC(c2cccs2)S(=O)(=O)c2ccc(C)cc2)cc1F (stereo unspecified)
 : ?	25%[10.9 µM]	6%	-15%
CCc1cc2c(-c3ccccc3)cc(=O)oc2c(CN2CCOCC2)c1O
 : 2.3%	-9%	1%	6%
Cc1ccc(S(=O)(=O)c2nc(-c3ccco3)oc2SCC(=O)NCC2CCCO2)cc1 (stereo unspecified)
 : 0.5%	3%	11%	13%
Cc1c(Cl)cnc(NC(=O)COC(=O)CCc2nc3ccccc3s2)c1Cl
 : .	.	-3%	-8%
Cc1ccc(OCC(=O)N2CCN(C(=O)c3cccnc3)CC2)cc1
 : .	.	5%	22%
Cc1ccc(S(=O)(=O)c2nc(S(C)(=O)=O)sc2N(C)Cc2ccccc2)cc1
 : ?	8%[10.9 µM]	12%	1%
CCOC(=O)c1ccc(NC(=O)CCCn2c(=O)c3cccn3c3ccccc32)cc1
 : -0.4%	-8%[10.9 µM]	-7%	-14%
CCCNC(=O)C(Cc1ccccc1)NS(=O)(=O)c1ccc2c(c1)CCC(=O)N2 (stereo unspecified)
 : -0.3%	4%	7%	2%
CCOc1ccc(N2C(=O)CC(N3CCOCC3)C2=O)cc1 (stereo unspecified)
 : -0.3%	4%	-7%	6%
COc1cc2[nH]c(=O)c(C(=O)NCCCN3CCCCC3)c(O)c2cc1OC
 : -0.6%	-11%	-18%	8%
COc1ccc(-n2c(=O)cnc3cnc(N4CCNCC4)nc32)cc1
 : 2.1%[11.4 µM]	.	-9%	4%
Cc1cccc(C)c1NC(=O)C(c1ccccc1)N1CCC2(CC1)OCCO2 (stereo unspecified)
 : 1.5%	-9%	-5%	-2%
CCOc1ccccc1C(=O)NCC(c1ccc(N(C)C)cc1)N1CCc2ccccc21 (stereo unspecified)
 : ?	-11%[10.9 µM]	6%	-12%
CC(C)Sc1nc2sc3c(c2c(=O)n1Cc1ccccc1)CCCC3
 : 2.8%	-5%[10.9 µM]	-13%	13%
O=C(O)c1c(Sc2ccccc2)c2cc(Cl)ccc2n1Cc1ccc(Cl)cc1
 : .	-2%	8%	-11%
O=C(NCc1ccc2c(c1)OCO2)c1ccc2c(c1)N(Cc1ccccc1F)C(=O)c1ccccc1S2
 : ?	-17%[10.9 µM]	-1%	1%
CN(C(=O)C1CCOC1)c1nnc(C2CCOC2)s1 (stereo unspecified)
 : -0.7%	-6%	-3%	-21%
O=C1C2CC=C(Cl)CC2C(=O)N1c1ncn[nH]1 (stereo unspecified)
 : 1.3%	-2%	5%	8%
CN1CCN(C(=O)C2CCCCC2C(=O)O)CC1 (stereo unspecified)
 : -0.5%	-1%	-4%	2%
CCC(C)[C@H](N)c1nnc(SCc2ccc(Cl)c(Cl)c2)o1 (stereo partly specified)
 : -2.7%	-19%[10.9 µM]	-4%	-26%
CCOc1cccc2c1OC1(C)CC2NC(=O)N1c1ccc(OC)cc1 (stereo unspecified)
 : -1.0%	4%	-11%	11%
CCOC(=O)c1ccc(N2C(=O)CC(NC3CCN(C(=O)c4ccc(F)cc4)CC3)C2=O)cc1 (stereo unspecified)
 : 1.1%	-8%	-2%	0%
CC(=O)c1sc(NC(=O)C2COc3ccccc3O2)nc1C (stereo unspecified)
 : ?	-65%[inhibitor]	?	?
CN1C(=O)NC(c2ccccc2)C2=C1CN(c1cccc(C(F)(F)F)c1)C2=O (stereo unspecified)
 : 1.3%	-12%	0%	-5%
Cc1nn2c(C)c(C(=O)NCc3ccc(OC(C)C)cc3)cnc2c1-c1ccc(F)cc1
 : ?	7%[10.9 µM]	2%	-3%
COc1ccc(OC)c(CC(NC(C)=O)C(=O)NC2CCN(c3nc(C)cc(C)c3C#N)CC2)c1 (stereo unspecified)
 : -0.1%	-7%	-3%	12%
O=C(CSCc1cnn(-c2ccccc2)c1-n1cccc1)NCc1ccc2c(c1)OCO2
 : ?	-8%	9%	2%
C[C@@H](c1ccccc1)N1C(=O)[C@H]2[C@H]3[C@H](O)[C@H](O)C/C(=N/OC[C@@H](O)COCc4ccco4)[C@@H]3CC[C@@H]2C1=O
 : .	.	-2%[9.22 µM]	20%[9.22 µM]
Cc1ccc(OCC(=O)Nc2c(C(=O)c3ccccc3)oc3ccccc23)cc1C
 : 0.6%	4%[10.9 µM]	-2%	15%
Cc1oc(-c2ccccc2F)nc1CN1CCC(C(=O)NCCC2=CCCCC2)CC1
 : 0.5%	14%	-7%	-1%
CN(C)S(=O)(=O)c1cccc(COC(=O)C2=COCCO2)c1
 : 0.8%	-1%	-2%	1%
CC(C)CNC(=O)CSc1nc(-c2cccs2)cc(C(F)(F)F)n1
 : .	.	2%	-21%
COc1ccc(C2=NOC(C(=O)NCc3ccco3)C2)cc1OC (stereo unspecified)
 : -2.0%	-20%	-5%	0%
Cc1cc(C)cc(NC(=O)CCn2ccnc2C)c1
 : -0.2%	-11%	-9%	-3%
CC(C)CNC(=O)c1noc2c1CCCC2
 : 11%	-13%	-6%	-1%
CCS(=O)(=O)N1CCN(C(=O)c2cc(OC)cc(OC)c2)CC1
 : 1.1%	11%	0%	1%
CCc1nnc(NC(=O)Cc2ccc(OCc3c(C)noc3C)cc2)s1
 : 0.7%	-12%	-1%	-6%
CC(=O)N1c2c(cc(Br)cc2S(=O)(=O)N2CCN(c3ccccn3)CC2)CC1C (stereo unspecified)
 : ?	-19%	-14%	-4%
Cc1c(Cl)cccc1NC(=O)CSc1nnc(C)n1-c1ccccc1
 : 1.5%	-18%	5%	-7%
O=C(O)c1cc(S(=O)(=O)NCC2CCCO2)ccc1Cl (stereo unspecified)
 : 0.4%	7%	-1%	11%
O=C(CSc1nccn1Cc1ccco1)Nc1cccc(F)c1
 : -1.9%	-8%[10.9 µM]	-2%	-6%

# (continued)
# Values run as follows: IkB sig inh	Imprint erasure	p53ts 32C tox	p53ts 39C tox
[Li+]
 : -2.0%	6%	-12%	-10%
COc1ccc(-c2nnc(SCC(=O)Nc3cc(OC)ccc3OC)nc2-c2ccc(OC)cc2)cc1
 : ?	29%[10.9 µM]	19%	-4%
COCCCNc1nc2c([nH]1)c(=O)[nH]c(=O)n2C
 : -1.1%	.	-2%	12%
O=C(NCc1nc2ccccc2[nH]1)c1c(F)cccc1F
 : 0.6%	-5%[10.9 µM]	1%	24%
CC(C)NC(=O)N1CC2(CCN(C(=O)c3cc(C(F)(F)F)cc(C(F)(F)F)c3)CC2)C1
 : 2.2%[11.4 µM]	.	1%	2%
CSc1nc2cc(Cl)ccc2s1
 : 0.7%	-1%	-4%	-11%
COc1ccc(CNCCCSc2nnnn2C)c(OC)c1
 : 2.6%	-4%[10.9 µM]	1%	13%
CCOC(=O)c1ccc(NC(=O)COC)cc1
 : -1.4%	-17%	-5%	-1%
CCOc1ccc2c(c1)c(=O)c(C(=O)c1ccc(CC)cc1)cn2CC(=O)Nc1cccc(Cl)c1
 : 1.8%	-7%[10.9 µM]	2%	4%
O=c1c2c3c(sc2n(CCN2CCOCC2)c(=O)n1Cc1ccco1)CCCCC3
 : 1.0%	-16%	14%	-3%
COc1cc(NC(=O)CN2CCN(c3ccccc3F)CC2)cc(OC)c1
 : -0.5%	-9%	0%	-7%
CCc1cccc(-n2nnc(S(=O)(=O)c3ccc(OC)cc3)c2C)c1
 : ?	-7%[10.9 µM]	-5%	-15%
CCOC(=O)N1CCN(CCC(=O)Nc2cccc(Br)c2)CC1
 : 2.3%	-16%	-3%	-1%
COc1ccc(CCCc2nnc(SCC(=O)Nc3ccc(C)cc3)o2)cc1C
 : 0.9%	-14%[10.9 µM]	4%	7%
Cn1ncc2c(Nc3cccc(F)c3)ncnc21
 : -4.0%	23%[10.9 µM]	3%	-3%
O=S(=O)(NCC(c1ccco1)N1CCOCC1)c1ccc(F)cc1 (stereo unspecified)
 : -1.3%	-8%[10.9 µM]	-4%	1%
Cc1nn(CCCC(=O)Nc2ccccc2C(F)(F)F)c(=O)c2c1sc1ccccc12
 : 1.2%	-15%[10.9 µM]	-8%	?
NS(=O)(=O)c1ccc(NC(=O)c2cc(-c3cccs3)nc3ccccc23)cc1
 : 3.5%	19%[10.9 µM]	6%	-10%
COCC(=O)N1CCC2(CCCN(C(c3ccccc3)c3ccccc3)C2)CC1
 : 2.1%[11.4 µM]	.	-6%	-15%
O=C(c1ccccc1F)N1CCC(N2CCCCCC2)CC1
 : .	.	-14%	-11%
Cc1ccc(-n2nc(C)c3c(C(F)(F)F)cc(-c4cccnc4)nc32)cc1Cl
 : 1.2%	0%[10.9 µM]	-4%	-19%
O=C(CSc1nn(-c2ccc(F)cc2)c(=S)s1)N1CCN(C(=O)c2ccco2)CC1
 : 0.7%	-21%	1%	9%
Cn1ncc(Cl)c1C(=O)Nc1cccc(Cl)c1
 : .	.	3%	9%
O=C(Nc1cc(-c2nc3cc(Cl)ccc3o2)ccc1Cl)c1cccs1
 : ?	-6%[10.9 µM]	2%	7%
Cc1ccc(NC(=O)CSc2n[nH]c(-c3ccncc3)n2)cc1
 : 3.5%	.	-5%	6%
COCCCNC(=O)CCn1c(=O)c2ccccc2n(CC(=O)Nc2c(C)cccc2C)c1=O
 : -0.6%	-3%	-5%	-15%
CN(Cc1ccco1)C(=O)c1ccc2c(c1)N(Cc1ccccc1F)C(=O)c1ccccc1S2
 : 7.8%	-3%[10.9 µM]	41%[activator]	33%[activator]
CCCCSc1nnc([C@@H](NC(=O)OC(C)(C)C)C(C)C)o1
 : 1.0%	-18%	4%	-1%

# Laid out differently: results already given
canonical_smiles	IkB sig inh	Imprint erasure	p53ts 32C tox	p53ts 39C tox
CCCCSc1nnc([C@@H](NC(=O)OC(C)(C)C)C(C)C)o1	1.0%	-18%	4%	-1%
CN(Cc1ccco1)C(=O)c1ccc2c(c1)N(Cc1ccccc1F)C(=O)c1ccccc1S2	7.8%	-3%[10.9 µM]	41%[activator]	33%[activator]
Cc1ccc(NC(=O)CSc2n[nH]c(-c3ccncc3)n2)cc1	3.5%	.	-5%	6%

# 3 of the compounds above, as labelled records:
Cn1ncc(Cl)c1C(=O)Nc1cccc(Cl)c1
  IkB sig inh: .; Imprint erasure: .; p53ts 32C tox: 3%; p53ts 39C tox: 9%
O=C(Nc1cc(-c2nc3cc(Cl)ccc3o2)ccc1Cl)c1cccs1
  IkB sig inh: ?; Imprint erasure: -6%[10.9 µM]; p53ts 32C tox: 2%; p53ts 39C tox: 7%
Cc1ccc(NC(=O)CSc2n[nH]c(-c3ccncc3)n2)cc1
  IkB sig inh: 3.5%; Imprint erasure: .; p53ts 32C tox: -5%; p53ts 39C tox: 6%

# Two entries drawn at random from the list so far, as already listed:
# Values run as follows: IkB sig inh	Imprint erasure	p53ts 32C tox	p53ts 39C tox
O=C(Nc1cc(-c2nc3cc(Cl)ccc3o2)ccc1Cl)c1cccs1
 : ?	-6%[10.9 µM]	2%	7%
O=C(O)c1c(Sc2ccccc2)c2cc(Cl)ccc2n1Cc1ccc(Cl)cc1
 : .	-2%	8%	-11%
